hIAP block: human IAP inhibition | actives 0.12% (n = 330,000) | purified IAP, CDP-Star luminescence, 30 min | AID 2544 | inhibition, % at 10 µM;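 active = inhibition reaching a set limit with compound at 10 µM in the primary screen, cut at about 35% in these data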;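 note: plate controls were DMSO wells with enzyme for no effect and no-enzyme buffer wells for full effect; values of inactives mirror those of a sister screen read the other way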
APOBEC3A inh: blocks human APOBEC3A ssDNA deamination. recombinant A3A, FAM/TAMRA ssDNA deamination fluorescence. inhibition, % at 20 µM. actives 0.41% (n = 330,000). AID 493011;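 active = at least 40% inhibition at 20 µM here, with at most 30% in a related deaminase screen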;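 note: plate controls were A3A with DMSO for no effect and wells lacking A3A enzyme for full effect; some results filed as inactive read as strong as hits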
Target sequence (P31941 whole entry, looked up): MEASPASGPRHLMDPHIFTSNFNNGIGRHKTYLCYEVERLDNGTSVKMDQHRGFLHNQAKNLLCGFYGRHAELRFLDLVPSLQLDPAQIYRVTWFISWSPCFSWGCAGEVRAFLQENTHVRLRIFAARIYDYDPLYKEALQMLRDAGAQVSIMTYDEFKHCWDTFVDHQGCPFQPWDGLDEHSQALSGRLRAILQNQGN
PfGluPho inh: PfG6PD (Plasmodium falciparum) enzyme inhibition | PfGluPho enzyme, NADPH resazurin-diaphorase fluorescence | inhibition, % at 20 µM | actives 0.78% (n = 350,000) | AID 504690;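 active = inhibition reaching at least a set limit at 20 µM in the primary screen, cut at about 59% in these data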;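 note: 0% = DMSO wells with substrate and 100% = DMSO wells lacking glucose-6-phosphate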
mIAP activ: increases mouse intestinal alkaline phosphatase activity. muIAP, CDP-Star luminescence, 30 min; active compounds read high; 1 = vehicle-only enzyme signal, 0 = enzyme-free wells. activation factor at 10 µM. AID 2805. actives 0.24% (n = 330,000);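 active = activation factor of at least 2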; note: the source names both 10 and 20 µM as test concentration; values of inactives mirror those of a sister screen read the other way
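Assay system: mouse IAP enzyme; Reagent: CDP-Star chemiluminescent phosphatase substrate; Compound: DMSO-dissolved test compounds; Incubation: 30 min, room temperature; Technique: luminescence from enzymatic CDP-Star hydrolysis; Controls: DMSO-only wells and no-enzyme negative control.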
ATG4B inh: inhibitors of human ATG4B cysteine protease | Q9Y4P1 | ATG4B cleavage of LC3-PLA2, NBD-HPC fluorescence, 1 h | inhibition, % at 8.33 µM | actives 0.51% (n = 340,000); in the data active = inhibition above about 40%
Target sequence (Q9Y4P1 whole entry, looked up): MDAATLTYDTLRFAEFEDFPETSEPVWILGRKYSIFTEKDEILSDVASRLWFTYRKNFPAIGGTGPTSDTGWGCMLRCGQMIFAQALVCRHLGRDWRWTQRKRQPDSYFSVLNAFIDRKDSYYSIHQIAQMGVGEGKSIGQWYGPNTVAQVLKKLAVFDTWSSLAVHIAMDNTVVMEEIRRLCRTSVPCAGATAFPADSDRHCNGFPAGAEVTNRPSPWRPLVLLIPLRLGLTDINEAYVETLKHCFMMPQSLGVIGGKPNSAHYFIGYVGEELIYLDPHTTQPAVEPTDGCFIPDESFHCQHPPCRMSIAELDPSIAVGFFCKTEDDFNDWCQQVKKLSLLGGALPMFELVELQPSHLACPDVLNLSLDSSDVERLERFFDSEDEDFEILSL
hIAP act: human IAP activation | activation factor at 10 µM | purified human IAP, CDP-Star luminescence, 30 min; active compounds read high; 1 = vehicle-only enzyme, 0 = enzyme-free background | P09923 | actives 0.16% (n = 330,000) | AID 2524;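 active = activation factor of the enzyme at least 2-fold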; note: the source names both 10 and 20 µM as test concentration; values of inactives mirror those of a sister screen read the other way
HKDC1 inh: inhibitors of human hexokinase HKDC1; inhibition, % at 20 µM; recombinant HKDC1, G6PDH/diaphorase resazurin coupled fluorescence; actives 0.16% (n = 340,000);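 active = inhibition above about 35% when tested at 20 µM, limit read from the data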;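 note: plate controls were DMSO wells with enzyme for no effect and DMSO wells lacking enzyme for full effect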
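Assay system: recombinant HKDC1 hexokinase; detection: coupled resazurin fluorescence, excitation 525 nm, emission 613 nm; benchmarks: DMSO-plus-enzyme-mix negative control, buffer-substituted positive control; compound dosing: single 20 µM dose; schedule: 90 min at room temperature in dark; also added: glucose plus 1 mM ATP as hexokinase substrates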
mIAP block: blocks mouse intestinal alkaline phosphatase. actives 0.2% (n = 330,000). AID 2806. inhibition, % at 10 µM. purified mouse IAP, CDP-Star luminescence, 30 min;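 active = inhibition of at least 40% at 10 µM in the primary screen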;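 note: plate controls were DMSO with enzyme for no effect and no enzyme wells for full effect; values of inactives mirror those of a sister screen read the other way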
Numbers without * were called inactive. The order is random (roughly 2.4% active in at least one column).

How did CC(NC(=O)CSCc1ccc(Br)cc1)c1ccccc1 (configuration not stated) do in these assays?
hIAP block: 1; APOBEC3A inh: 2; PfGluPho inh: 6; mIAP activ: 0.96; ATG4B inh: -1; hIAP act: 0.99; HKDC1 inh: 0; mIAP block: 4

What do the screens show for `CCCc1nc2nc(C)c(NS(=O)(=O)c3ccc(F)cc3)c(=O)n2[nH]1`?
hIAP block: 6; APOBEC3A inh: -3; PfGluPho inh: -15; mIAP activ: 0.96; ATG4B inh: -11; hIAP act: 0.94; HKDC1 inh: 4; mIAP block: 4

What do the screens show for `O=C(CCCNS(=O)(=O)c1cccc2nsnc12)NCCN1CCN(c2ccccc2F)CC1`?
hIAP block: -8; APOBEC3A inh: 3; PfGluPho inh: -8; mIAP activ: 0.96; ATG4B inh: -2; hIAP act: 1.1; HKDC1 inh: -4; mIAP block: 4

Results for CC1CCN(C(=S)c2ccc([N+](=O)[O-])cc2)CC1 ?
hIAP block: 13; APOBEC3A inh: 2; PfGluPho inh: 48; mIAP activ: 0.88; ATG4B inh: -7; hIAP act: 0.87; HKDC1 inh: -5; mIAP block: 12

How did COc1cc(C2C(C(=O)Nc3ccccc3OC)=C(C)Nc3ncnn32)ccc1O (configuration not stated) do in these assays?
hIAP block: 4; APOBEC3A inh: 0; PfGluPho inh: -10; mIAP activ: 0.99; ATG4B inh: 10; hIAP act: 0.96; HKDC1 inh: 11; mIAP block: 1

What do the screens show for `FC(F)(F)c1cccc(CN2CCSCC2)c1`?
hIAP block: -11; APOBEC3A inh: -4; PfGluPho inh: 5; mIAP activ: 1; ATG4B inh: 2; hIAP act: 1.1; HKDC1 inh: -5; mIAP block: -5

How did NC(=O)c1nnn(-c2ccc([N+](=O)[O-])cc2)c1-c1ccccc1 do in these assays?
hIAP block: 21; APOBEC3A inh: 1; PfGluPho inh: 15; mIAP activ: 1; ATG4B inh: 0; hIAP act: 0.79; HKDC1 inh: -1; mIAP block: -2

How did O=C(NCc1ccc(F)cc1)c1ccccc1OCc1ccccc1 do in these assays?
hIAP block: 13; APOBEC3A inh: -2; PfGluPho inh: 24; mIAP activ: 1; ATG4B inh: 47*; hIAP act: 0.87; HKDC1 inh: 10; mIAP block: -3

Results for O=C(CN1C(=O)c2ccccc2C1=O)Nc1ccc(Cl)cn1 ?
hIAP block: 7; APOBEC3A inh: -1; PfGluPho inh: -14; mIAP activ: 0.97; ATG4B inh: -2; hIAP act: 0.93; HKDC1 inh: 6; mIAP block: 3

What do the screens show for `COc1cc(NC(=S)NCCc2ccc(S(N)(=O)=O)cc2)c(OC)cc1Cl`?
hIAP block: 0; APOBEC3A inh: 3; PfGluPho inh: 16; mIAP activ: 1.3; ATG4B inh: 2; hIAP act: 1; HKDC1 inh: -9; mIAP block: -30

What do the screens show for `c1ccc2c(c1)[nH]c1nc(SCCN3CCOCC3)nnc12`?
hIAP block: 8; APOBEC3A inh: -1; PfGluPho inh: 44; mIAP activ: 0.89; ATG4B inh: -3; hIAP act: 0.93; HKDC1 inh: -2; mIAP block: 11

How did CC(C)OCCCNc1ncnc2c1cnn2-c1ccccc1 do in these assays?
hIAP block: -11; APOBEC3A inh: -4; PfGluPho inh: -1; mIAP activ: 1; ATG4B inh: 7; hIAP act: 1.1; HKDC1 inh: -1; mIAP block: -4

How did O=[N+]([O-])c1ccccc1S(=O)(=O)NCc1ccco1 do in these assays?
hIAP block: 7; APOBEC3A inh: -2; PfGluPho inh: 15; mIAP activ: 0.96; ATG4B inh: -9; hIAP act: 0.93; HKDC1 inh: -4; mIAP block: 4

Results for CCNc1nc(NCC)nc(OCCOC(C)=O)n1 ?
hIAP block: -4; APOBEC3A inh: -3; PfGluPho inh: -1; mIAP activ: 0.95; ATG4B inh: 9; hIAP act: 1; HKDC1 inh: 3; mIAP block: 5

What do the screens show for `CC(=O)c1sc(C(=O)O)c(-c2ccco2)c1-c1ccco1`?
hIAP block: 4; APOBEC3A inh: 96; PfGluPho inh: 20; mIAP activ: 0.45; ATG4B inh: -6; hIAP act: 0.96; HKDC1 inh: 6; mIAP block: 55*

How did COCCn1c(=NC(=O)CSC(C)=O)sc2cc(F)ccc21 do in these assays?
hIAP block: 6; APOBEC3A inh: 5; PfGluPho inh: 4; mIAP activ: 0.87; ATG4B inh: -6; hIAP act: 0.94; HKDC1 inh: -3; mIAP block: 13

What do the screens show for `O=C(Nc1c(F)cc(F)cc1Br)c1ccco1`?
hIAP block: 2; APOBEC3A inh: -2; PfGluPho inh: -11; mIAP activ: 1.1; ATG4B inh: 1; hIAP act: 0.98; HKDC1 inh: -4; mIAP block: -7

Results for COc1cc(NC(=O)C(=O)NCCN(C)C)c(OC)cc1Cl ?
hIAP block: -3; APOBEC3A inh: 9; PfGluPho inh: -4; mIAP activ: 1.1; ATG4B inh: -5; hIAP act: 1; HKDC1 inh: -11; mIAP block: -9

What do the screens show for `O=C(NNC(=S)NC(=O)c1cccs1)c1cccnc1`?
hIAP block: -88; APOBEC3A inh: -1; PfGluPho inh: -19; mIAP activ: 0.86; ATG4B inh: 22; hIAP act: 1.9; HKDC1 inh: -2; mIAP block: 14

How did CC(=O)c1ccc(-c2ccc(C(=O)NC3CCCCCC3)o2)cc1 do in these assays?
hIAP block: 12; APOBEC3A inh: 5; PfGluPho inh: 6; mIAP activ: 0.83; ATG4B inh: -9; hIAP act: 0.88; HKDC1 inh: -4; mIAP block: 17

An excerpt from above in order of formula weight, largest number first:
What do the screens show for `O=C(CCCNS(=O)(=O)c1cccc2nsnc12)NCCN1CCN(c2ccccc2F)CC1`?
hIAP block: -8; APOBEC3A inh: 3; PfGluPho inh: -8; mIAP activ: 0.96; ATG4B inh: -2; hIAP act: 1.1; HKDC1 inh: -4; mIAP block: 4

What do the screens show for `CCCc1nc2nc(C)c(NS(=O)(=O)c3ccc(F)cc3)c(=O)n2[nH]1`?
hIAP block: 6; APOBEC3A inh: -3; PfGluPho inh: -15; mIAP activ: 0.96; ATG4B inh: -11; hIAP act: 0.94; HKDC1 inh: 4; mIAP block: 4

How did O=C(NCc1ccc(F)cc1)c1ccccc1OCc1ccccc1 do in these assays?
hIAP block: 13; APOBEC3A inh: -2; PfGluPho inh: 24; mIAP activ: 1; ATG4B inh: 47*; hIAP act: 0.87; HKDC1 inh: 10; mIAP block: -3

How did CC(=O)c1ccc(-c2ccc(C(=O)NC3CCCCCC3)o2)cc1 do in these assays?
hIAP block: 12; APOBEC3A inh: 5; PfGluPho inh: 6; mIAP activ: 0.83; ATG4B inh: -9; hIAP act: 0.88; HKDC1 inh: -4; mIAP block: 17

How did CC(C)OCCCNc1ncnc2c1cnn2-c1ccccc1 do in these assays?
hIAP block: -11; APOBEC3A inh: -4; PfGluPho inh: -1; mIAP activ: 1; ATG4B inh: 7; hIAP act: 1.1; HKDC1 inh: -1; mIAP block: -4

What do the screens show for `O=C(NNC(=S)NC(=O)c1cccs1)c1cccnc1`?
hIAP block: -88; APOBEC3A inh: -1; PfGluPho inh: -19; mIAP activ: 0.86; ATG4B inh: 22; hIAP act: 1.9; HKDC1 inh: -2; mIAP block: 14

Results for CCNc1nc(NCC)nc(OCCOC(C)=O)n1 ?
hIAP block: -4; APOBEC3A inh: -3; PfGluPho inh: -1; mIAP activ: 0.95; ATG4B inh: 9; hIAP act: 1; HKDC1 inh: 3; mIAP block: 5

Going on with the list.
Results for Cc1cc(C(=O)COc2ccc(F)cc2Br)c(C)n1C1CC1 ?
hIAP block: -7; APOBEC3A inh: -5; PfGluPho inh: 15; mIAP activ: 0.97; ATG4B inh: 0; hIAP act: 1.1; HKDC1 inh: -1; mIAP block: 3

How did O=C(NC(=S)N1CCN(Cc2ccc3c(c2)OCO3)CC1)c1ccc(Cl)cc1 do in these assays?
hIAP block: 1; APOBEC3A inh: -1; PfGluPho inh: -7; mIAP activ: 1; ATG4B inh: -3; hIAP act: 0.99; HKDC1 inh: -3; mIAP block: 0

Results for COC(=O)c1cc(C(=O)OCC(=O)NC2CCS(=O)(=O)C2)cc([N+](=O)[O-])c1 (configuration not stated) ?
hIAP block: -3; APOBEC3A inh: -2; PfGluPho inh: -6; mIAP activ: 0.87; ATG4B inh: -7; hIAP act: 1; HKDC1 inh: -3; mIAP block: 13

What do the screens show for `COc1cc(/C=N/NC(=O)C2(O)c3ccccc3-c3ccccc32)ccc1O`?
hIAP block: 5; APOBEC3A inh: 2; PfGluPho inh: 2; mIAP activ: 1; ATG4B inh: -6; hIAP act: 0.95; HKDC1 inh: -2; mIAP block: 0

Results for Cn1c(=O)c2c([nH]c(=S)n2Cc2ccc(Cl)cc2)n(C)c1=O ?
hIAP block: -1; APOBEC3A inh: -4; PfGluPho inh: 62*; mIAP activ: 0.89; ATG4B inh: -5; hIAP act: 1; HKDC1 inh: -5; mIAP block: 11

Results for CC(C)=CCC(C)(C)/C=N/NC(N)=O ?
hIAP block: 7; APOBEC3A inh: -5; PfGluPho inh: -8; mIAP activ: 0.98; ATG4B inh: 0; hIAP act: 0.93; HKDC1 inh: 2; mIAP block: 2

What do the screens show for `Cc1nc(N2CCCCC2)c2c(C)c(C(=O)Nc3ccc4c(c3)OCCO4)sc2n1`?
hIAP block: -36; APOBEC3A inh: -3; PfGluPho inh: 6; mIAP activ: 0.99; ATG4B inh: -4; hIAP act: 1.4; HKDC1 inh: -2; mIAP block: 1

How did O=C(CSc1nc2c(sc3ccccc32)c(=O)n1CCCN1CCOCC1)NCC1CCCO1 (configuration not stated) do in these assays?
hIAP block: -8; APOBEC3A inh: 8; PfGluPho inh: -2; mIAP activ: 1.1; ATG4B inh: 0; hIAP act: 1.1; HKDC1 inh: -4; mIAP block: -10

Results for O=C(C1CC(c2ccc(F)cc2)=NO1)N1CCc2ccccc2C1 (configuration not stated) ?
hIAP block: 4; APOBEC3A inh: 2; PfGluPho inh: 13; mIAP activ: 0.96; ATG4B inh: 0; hIAP act: 0.96; HKDC1 inh: -8; mIAP block: 4

What do the screens show for `O=C(NC1CCCC1)c1cc(-c2ccccc2)on1`?
hIAP block: 7; APOBEC3A inh: -2; PfGluPho inh: 12; mIAP activ: 1; ATG4B inh: -11; hIAP act: 0.93; HKDC1 inh: -3; mIAP block: 0

How did Fc1ccccc1Cn1cnc(NC(=S)NCCc2ccccc2)n1 do in these assays?
hIAP block: -12; APOBEC3A inh: 2; mIAP activ: 0.96; hIAP act: 1.1; mIAP block: 4

What do the screens show for `COc1cc(/C=N/NC(=O)Cc2c[nH]c3ccccc23)cc(OC)c1OC`?
hIAP block: -1; APOBEC3A inh: 3; PfGluPho inh: 4; mIAP activ: 0.97; ATG4B inh: -15; hIAP act: 1; HKDC1 inh: 12; mIAP block: 3

What do the screens show for `OC1CCCN(Cc2cn(Cc3ccccc3)nc2-c2cc3ccccc3o2)C1` (configuration not stated)?
hIAP block: 7; APOBEC3A inh: -3; PfGluPho inh: 19; mIAP activ: 0.91; ATG4B inh: -6; hIAP act: 0.93; HKDC1 inh: -3; mIAP block: 9

How did CCSC1=C(C#N)C(c2cccc(O)c2)CC(=O)N1 (configuration not stated) do in these assays?
hIAP block: 0; APOBEC3A inh: 2; PfGluPho inh: 12; mIAP activ: 1; ATG4B inh: -8; hIAP act: 1; HKDC1 inh: -5; mIAP block: -2

What do the screens show for `C=CCN(CC=C)C(=S)NC(=O)/C=C/c1ccc(C)cc1`?
hIAP block: -4; APOBEC3A inh: 4; PfGluPho inh: -3; mIAP activ: 1; ATG4B inh: 5; hIAP act: 1; HKDC1 inh: -12; mIAP block: -4
